ATG4B inhibitor = ATG4B protease inhibitors, primary screen, biochemical, fluorescence, uHTS. Cysteine protease ATG4B (Homo sapiens), Q9Y4P1. ATG4B cleavage of LC3-PLA2, NBD-HPC fluorescence, 1 h. inhibition, % at 8.33 µM. 340,000 tested, 0.51% active. AID 504462, 2011; in the data active = inhibition above about 40%
hIAP block = human IAP inhibitors, primary screen, biochemical, luminescence, uHTS. inhibition, % at 10 µM. 330,000 tested, 0.12% active. purified IAP, CDP-Star luminescence, 30 min. Intestinal-type alkaline phosphatase (Homo sapiens), P09923;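 active = inhibition reaching a set limit with compound at 10 µM in the primary screen, cut at about 35% in these data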;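 also: plate controls were DMSO wells with enzyme for no effect and no-enzyme buffer wells for full effect; values of inactives mirror those of a sister screen read the other way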
hIAP act = human IAP activators, primary screen, biochemical, luminescence, uHTS; purified human IAP, CDP-Star luminescence, 30 min; hits give high values; 1 = vehicle-only enzyme, 0 = enzyme-free background; activation factor at 10 µM; 330,000 tested, 0.16% active; Intestinal-type alkaline phosphatase (Homo sapiens), P09923; AID 2524, 2010;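 active = activation factor of the enzyme at least 2-fold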; also: the source names both 10 and 20 µM as test concentration; values of inactives mirror those of a sister screen read the other way
NALP3 yeast inh = NALP3 inflammasome inhibitors in reconstituted yeast, primary screen, luminescence, uHTS. 330,000 tested, 0.39% active. inhibition, % at 10 µM. Yeast reconstituted NLRP3/ASC/caspase-1, beta-gal luminescence, 24 h;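 active = inhibition of 50% or more; inactive = inhibition below 50%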;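 also: plate controls were induced DMSO wells for no effect and uninduced yeast grown without galactose for full effect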
mIAP inh = inhibitors of mouse IAP, primary screen, biochemical, luminescence, uHTS. intestinal alkaline phosphatase [Mus musculus]. purified mouse IAP, CDP-Star luminescence, 30 min. inhibition, % at 10 µM. 330,000 tested, 0.2% active. AID 2806, 2010;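 active = inhibition of at least 40% at 10 µM in the primary screen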;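 also: plate controls were DMSO with enzyme for no effect and no enzyme wells for full effect; values of inactives mirror those of a sister screen read the other way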
Apaf-1 inh = inhibitors of human Apaf-1 apoptosome, primary screen, biochemical, DEVD-Rh110 fluorescence, uHTS. 330,000 tested, 0.71% active. reconstituted apoptosome caspase-3 activity. Apoptotic protease-activating factor 1 (Homo sapiens), O14727. AID 489030, 2010. inhibition, % at 20 µM; active = inhibition of at least 40% at 20 µM;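 also: plate controls were DMSO wells for no effect and DEVD-CHO caspase inhibitor wells for full effect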
Target sequence (O14727 whole entry, looked up): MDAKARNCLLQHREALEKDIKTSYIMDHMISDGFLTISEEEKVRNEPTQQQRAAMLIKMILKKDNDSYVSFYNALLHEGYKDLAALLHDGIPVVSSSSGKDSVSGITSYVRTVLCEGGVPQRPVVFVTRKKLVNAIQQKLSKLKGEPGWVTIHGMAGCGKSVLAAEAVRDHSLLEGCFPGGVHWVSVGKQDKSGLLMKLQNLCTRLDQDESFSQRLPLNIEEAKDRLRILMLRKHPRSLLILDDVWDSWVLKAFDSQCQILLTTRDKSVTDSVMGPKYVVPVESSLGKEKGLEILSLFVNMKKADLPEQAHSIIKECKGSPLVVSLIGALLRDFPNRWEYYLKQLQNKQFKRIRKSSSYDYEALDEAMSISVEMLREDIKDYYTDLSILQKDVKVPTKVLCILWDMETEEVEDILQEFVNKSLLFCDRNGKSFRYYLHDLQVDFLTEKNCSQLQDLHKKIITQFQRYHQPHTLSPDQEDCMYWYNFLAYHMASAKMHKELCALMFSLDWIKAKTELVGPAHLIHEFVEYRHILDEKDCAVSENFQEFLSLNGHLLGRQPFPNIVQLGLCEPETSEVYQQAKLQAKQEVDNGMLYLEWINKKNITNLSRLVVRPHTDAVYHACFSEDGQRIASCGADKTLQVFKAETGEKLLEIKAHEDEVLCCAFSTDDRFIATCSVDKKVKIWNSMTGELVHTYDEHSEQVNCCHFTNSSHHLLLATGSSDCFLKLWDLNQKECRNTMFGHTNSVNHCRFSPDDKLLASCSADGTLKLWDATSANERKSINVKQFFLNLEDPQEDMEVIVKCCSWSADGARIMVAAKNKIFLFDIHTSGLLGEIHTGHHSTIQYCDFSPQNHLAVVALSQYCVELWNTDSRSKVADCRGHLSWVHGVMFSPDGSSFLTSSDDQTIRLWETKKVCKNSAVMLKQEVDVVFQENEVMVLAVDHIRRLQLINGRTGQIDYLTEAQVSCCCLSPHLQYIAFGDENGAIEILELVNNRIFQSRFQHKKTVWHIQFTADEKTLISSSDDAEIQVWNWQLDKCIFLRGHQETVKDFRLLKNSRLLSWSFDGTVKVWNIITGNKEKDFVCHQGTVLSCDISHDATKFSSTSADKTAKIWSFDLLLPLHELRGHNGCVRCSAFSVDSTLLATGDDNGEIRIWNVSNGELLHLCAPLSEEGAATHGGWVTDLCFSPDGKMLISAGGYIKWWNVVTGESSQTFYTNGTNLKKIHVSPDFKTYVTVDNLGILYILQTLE
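Material: reconstituted apoptosome with Apaf-1, cytochrome c, caspase-9, procaspase-3, dATP. Technique: Rh110 fluorescence intensity. Buffer or medium: pH 7.5 Hepes buffer with CHAPS, BSA, DTT. Times: 30 min plus 50 min, RT.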
tim10-1 inh = growth inhibitors of tim10-1 mutant yeast, primary screen, luminescence, uHTS; AID 463190, 2010; inhibition, % at 20 µM; 330,000 tested, 2.2% active; S. cerevisiae tim10-1 ts strain growth, BacTiter-Glo, 24 h;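 active = inhibition of at least 40%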;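 also: mutant grown at 25 °C; 0% = DMSO wells with yeast and 100% = wells holding no yeast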
TIM10 inh = growth inhibitors of isogenic TIM10 control yeast, primary screen, counter-screen for tim10-1 yeast inhibitor project, luminescence, uHTS; inhibition, % at 10 µM; 330,000 tested, 1.4% active; S. cerevisiae TIM10 strain growth, BacTiter-Glo luminescence, 24 h;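 active = inhibition of 40% or more at the single tested concentration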;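 also: wild-type TIM10 isogenic control strain grown at permissive 25 °C; 0% = DMSO yeast wells and 100% = minimal medium wells without yeast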
mIAP act = activators of mouse IAP, primary screen, biochemical, luminescence, uHTS | intestinal alkaline phosphatase [Mus musculus] | muIAP, CDP-Star luminescence, 30 min; hits give high values; 1 = vehicle-only enzyme signal, 0 = enzyme-free wells | activation factor at 10 µM | 330,000 tested, 0.24% active | AID 2805, 2010;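 active = activation factor of at least 2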; also: the source names both 10 and 20 µM as test concentration; values of inactives mirror those of a sister screen read the other way
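Assay system: mouse IAP enzyme / Compound: DMSO-dissolved test compounds / Timing: 30 min, room temperature / Measured by: luminescence from enzymatic CDP-Star hydrolysis / Control set: DMSO-only wells, enzyme-free buffer wells as negative control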
The depositor's hits bear a star.

SMILES | ATG4B inhibitor | hIAP block | hIAP act | NALP3 yeast inh | mIAP inh | Apaf-1 inh | tim10-1 inh | TIM10 inh | mIAP act
COc1cc(C(=O)NCCc2ccc(S(N)(=O)=O)cc2)ccc1OCc1c(C)noc1C | -11 | -4 | 1 | 4 | -2 | -8 | 3 | -11 | 1
CC(C)NC(=O)C1CCCN(S(C)(=O)=O)C1 (centres undefined) | -1 | 5 | 0.95 | 3 | 13 | 1 | -11 | 2 | 0.87
OCC1(Cc2ccccc2)CCN(C2CCN(c3ccc(F)c(F)c3)CC2)CC1 | 7 | -9 | 1.1 | 39 | 8 | 25 | -35 | -37 | 0.92
Cc1cc(C)c(NC(=O)CNC(=O)CNC(=O)C2CCCCC2)c(C)c1 | -3 | 11 | 0.89 | 5 | 2 | -6 | -11 | 4 | 0.97
CCOC(=O)C1=C(CSc2nc3c(cc2C#N)CN(C)CC3)OC(N)=C(C#N)C1c1ccc(F)cc1 (centres undefined) | -2 | -11 | 1.1 | 9 | -1 | 12 | 8 | 7 | 1
Cc1cc(C)c(S(=O)(=O)NCc2csc(C)n2)c(C)c1 | -3 | -5 | 1.1 | 8 | -6 | 5 | 24 | 5 | 1.1
CCOC(=O)C1CCN(C(=O)CSc2nnc(-c3ccco3)n2-c2ccccc2)CC1 | -7 | 9 | 0.91 | -3 | -4 | -4 | 9 | -13 | 1
O=S(=O)(Nc1cccc(S(=O)(=O)N2CCOCC2)c1)c1ccc(Cl)s1 | -2 | 3 | 0.97 | -1 | 11 | 0 | -7 | 0 | 0.89
COCCNC(=O)/C(C#N)=C/c1ccc(OCc2ccc(F)cc2)cc1 | -6 | 16 | 0.84 | 27 | 10 | 3 | 14 | 33 | 0.9
CC(=O)c1cn(CC(=O)Nc2ccccc2C(F)(F)F)c2ccccc12 | 2 | -13 | 1.1 | 13 | -7 | -1 | 11 | -1 | 1.1
CCOC(=O)c1cnc2ccc(OCC)cc2c1NCCN1CCOCC1 | -6 | -21 | 1.2 | 14 | 5 | 5 | 5 | 8 | 0.95
O=S1(=O)C=C(Oc2ccc3ccccc3c2)c2ccccc21 | -9 | 7 | 0.93 | 25 | 2 | 16 | 28 | 42* | 0.97
CSC1=NC2(CC(c3ccccc3)Oc3cc(O)ccc32)CC(C)(C)N1 (centres undefined) | 6 | -10 | 1.1 | 15 | 3 | 3 | -14 | -7 | 0.97
COc1cc(CNC(=O)c2ccc(Cn3nc(C)c(Cl)c3C)o2)cc(OC)c1 | -7 | -14 | 1.1 | 23 | -2 | -13 | 3 | 24 | 1
COc1ccc(Br)cc1CNC(=O)CCNC(=O)Cn1ccc2ccccc2c1=O | 8 | 8 | 0.92 | 0 | 1 | -17 | 1 | 5 | 0.99
COc1ccc(/C=N/NC(C)(C)C)c(OC)c1 | -10 | 2 | 0.98 | 9 | -15 | 0 | 3 | -2 | 1.2
CC(Sc1nnc2n1CCCCC2)C(=O)Nc1ccc(S(N)(=O)=O)cc1 (centres undefined) | 2 | -1 | 1 | 15 | 5 | -5 | -13 | -2 | 0.95
COc1ccc2c(C)nc(Nc3nc(C)c(C)c(=O)[nH]3)nc2c1 | 0 | -71 | 1.7 | 13 | 23 | -3 | 71* | 66* | 0.77
CCOC(=O)c1c(-c2ccccc2)nc2ccc(C)cn12 | 9 | 10 | 0.9 | 10 | -5 | 3 | 24 | 5 | 1.1
O=C(CNC(=O)c1ccncc1)N/N=C/c1cc(Br)ccc1O | -11 | -14 | 1.1 | 0 | -7 | 0 | 6 | 13 | 1.1

Sorted by formula weight (smallest number first): 10 of the compounds above.
SMILES | ATG4B inhibitor | hIAP block | hIAP act | NALP3 yeast inh | mIAP inh | Apaf-1 inh | tim10-1 inh | TIM10 inh | mIAP act
CCOC(=O)c1c(-c2ccccc2)nc2ccc(C)cn12 | 9 | 10 | 0.9 | 10 | -5 | 3 | 24 | 5 | 1.1
O=S1(=O)C=C(Oc2ccc3ccccc3c2)c2ccccc21 | -9 | 7 | 0.93 | 25 | 2 | 16 | 28 | 42* | 0.97
COc1ccc2c(C)nc(Nc3nc(C)c(C)c(=O)[nH]3)nc2c1 | 0 | -71 | 1.7 | 13 | 23 | -3 | 71* | 66* | 0.77
COCCNC(=O)/C(C#N)=C/c1ccc(OCc2ccc(F)cc2)cc1 | -6 | 16 | 0.84 | 27 | 10 | 3 | 14 | 33 | 0.9
CC(=O)c1cn(CC(=O)Nc2ccccc2C(F)(F)F)c2ccccc12 | 2 | -13 | 1.1 | 13 | -7 | -1 | 11 | -1 | 1.1
CSC1=NC2(CC(c3ccccc3)Oc3cc(O)ccc32)CC(C)(C)N1 (centres undefined) | 6 | -10 | 1.1 | 15 | 3 | 3 | -14 | -7 | 0.97
O=C(CNC(=O)c1ccncc1)N/N=C/c1cc(Br)ccc1O | -11 | -14 | 1.1 | 0 | -7 | 0 | 6 | 13 | 1.1
CC(Sc1nnc2n1CCCCC2)C(=O)Nc1ccc(S(N)(=O)=O)cc1 (centres undefined) | 2 | -1 | 1 | 15 | 5 | -5 | -13 | -2 | 0.95
COc1cc(CNC(=O)c2ccc(Cn3nc(C)c(Cl)c3C)o2)cc(OC)c1 | -7 | -14 | 1.1 | 23 | -2 | -13 | 3 | 24 | 1
COc1ccc(Br)cc1CNC(=O)CCNC(=O)Cn1ccc2ccccc2c1=O | 8 | 8 | 0.92 | 0 | 1 | -17 | 1 | 5 | 0.99

More compounds follow:
SMILES | ATG4B inhibitor | hIAP block | hIAP act | NALP3 yeast inh | mIAP inh | Apaf-1 inh | tim10-1 inh | TIM10 inh | mIAP act
CCCOc1ccc(/C(O)=C2\C(=O)C(=O)N(CCCOC)C23C(=O)N(C)c2ccccc23)cc1 (centres undefined) | -1 | 6 | 0.94 | 4 | 2 | 7 | 17 | 7 | 0.98
Cc1oc(CC(C)C)cc1C(N)=O | 4 | -14 | 1.1 | 3 | -2 | 6 | 9 | -2 | 1
COc1ccc(C(=O)c2c3ccc(C(F)(F)F)cc3[n+]([O-])n2CCCC(N)=O)cc1 | 12 | 11 | 0.89 | -4 | 2 | 11 | 3 | 1 | 0.98
O=C(O)CSCc1nc2ccccc2s1 | -19 | 4 | 0.96 | -7 | -9 | -1 | 11 | 2 | 1.1
C#CCNc1cc(-c2ccccc2)nc2ncnn12 | -6 | 4 | 0.96 | 18 | -3 | 2 | 7 | 9 | 1
COc1ccc(C(=O)N2CCC(C(=O)NCc3ccccn3)CC2)cc1 | 7 | -15 | 1.2 | -2 | 0 | -6 | -7 | 2 | 1
COc1ccc(-n2nc(C(=O)NCC(=O)NC3CCCCCC3)c3ccccc3c2=O)c(OC)c1 | -7 | 12 | 0.88 | 4 | 6 | 48* | -9 | 7 | 0.94
COc1ccc(OC)c(S(=O)(=O)Nc2cccc3c(O)cccc23)c1 | -7 | 3 | 0.97 | 14 | 3 | -1 | 14 | 3 | 0.97
Cc1ccccc1Oc1nc2ccccn2c(=O)c1/C=C(\C#N)C(=O)Nc1c(C)n(C)n(-c2ccccc2)c1=O | 5 | 2 | 0.98 | 1 | -6 | -4 | 4 | 1 | 1.1

Screening data (PubChem BioAssay)
